PglD DTNB = C. jejuni PglD acetyltransferase inhibitors, primary screen, biochemical, DTNB colorimetric, single point; actives 0.098% (n = 360,000); inhibition, % at 12.5 µM; UDP-N-acetylbacillosamine N-acetyltransferase PglD (Campylobacter jejuni); purified PglD enzyme, DTNB colorimetric CoA detection; in the data active = inhibition above about 16%, passing the limit was not always enough; also: strong numbers were not always called active
ARNT-TACC3 inh = disruptors of ARNT/TACC3 protein interaction, primary screen, biochemical, AlphaScreen, single concentration. Transforming acidic coiled-coil-containing protein 3 (Homo sapiens), Q9Y6A5. AlphaScreen His-ARNT PAS-B/GST-TACC3 binding, luminescence; TACC3 fragment carries E629A point mutation. inhibition, % at 9.99 µM. actives 0.66% (n = 390,000). AID 623870, 2012;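 active = mean inhibition of replicates at least 50% and at least half of replicates each reaching 50%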;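 also: 0% = complete ARNT plus TACC3 wells and 100% = ARNT alone without TACC3; many hits fall short of the cut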
LGR2 antag = inhibitors of bursicon-induced LGR2 CRE-luciferase signal, primary screen, cell-based, HEK293, CRE-luciferase reporter, bursicon stimulation | Drosophila bursicon receptor LGR2 (rickets) | bursicon-stimulated, 4 h | inhibition, % at 9.99 µM | actives 0.35% (n = 380,000) | AID 720647, 2013;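 active = drop in luminescence signal, shown as inhibition above about 50% in the replicate tests, limit read from the data, passing the limit was not always enough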;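 also: agonist challenge used bursicon conditioned medium at about half maximal strength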
Cneo AK release = Cryptococcus neoformans cell lysis inducers, primary screen, AK release luminescence, single concentration | C. neoformans lysis, adenylate kinase release luminescence, 4 h; normalised: neutral wells 0, clomiphene wells 100 | lysis activity, % at 15 µM | actives 0.2% (n = 360,000);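 active = mean lysis activity across replicates of at least 80%, whatever share of replicates individually reach that level; inactive = mean lysis activity below 80%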
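Test system: log-phase Cryptococcus neoformans yeast cells; Quantity: yeast cell density of 5 × 10^6 cells/mL; Buffer or medium: YPD; Doses: single compound concentration per well; Timing: 4 h at 37 °C static, read 1 h later; Measured by: AK luminescence; Read-out basis: lysis from increased AK signal; Control set: Clomiphene as positive control.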
INS-1E GSIS act = GLuc luminescence reporter in INS-1E cells, primary screen for activators of glucose-dependent secretion of insulin; actives 0.61% (n = 370,000); activation, % at 16.6 µM; AID 743287, 2014; INS-1E GLuc reporter insulin secretion, 2-3 h;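 active = lowest replicate activation of at least 40%, so every replicate reaches that level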;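 also: 0% = median of neutral control wells and 100% = median of IBMX positive control wells; some compounds called inactive have numbers as strong as hits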
Statin myotox sup = suppressors of statin myotoxicity in C2C12 myotubes, primary screen, cell-based, single point, plate reader | C2C12 myotubes + simvastatin, ATP luminescence, 48 h; scaled: DMSO 0, geranylgeraniol control 100 | rescue of ATP level, % at 7.49 µM | actives 0.78% (n = 330,000);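 active = mean ATP rescue above about 67%, or every replicate alone reaching that limit, limit read from the data, passing the limit was not always enough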;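 also: myotubes were challenged with 10 µM simvastatin during compound exposure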
PGC1a acetyl inh = inhibitors of PGC1a acetylation signal, primary screen, cell-based, U2OS, AlphaScreen, inhibitor mode | AlphaScreen anti-acetyl-lysine; with virally co-expressed GCN5 acetyltransferase | inhibition, % at 15.6 µM | actives 0.17% (n = 350,000);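 active = every replicate shows inhibition of at least 40%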;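 also: 0% = neutral control wells and 100% = positive control wells; some results beyond the cut were filed as inactive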
PAX8 reporter = inhibitors of PAX8-driven TPO luciferase reporter, primary screen, RMG-I cells, single concentration. SteadyGlo, 24 h. AID 652154, 2013. actives 1.2% (n = 360,000). inhibition, % at 12.6 µM;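 active = mean replicate inhibition at least 60% with every replicate also reaching 60%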;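 also: luciferase light reporting Pax8 driven TPO promoter activity; plate controls were median of neutral control wells for no effect and mitoxantrone controls for full effect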
* = called active by the depositor; / = not tested or not shown; & = joins results of further samples. Compounds as they come; any-hit rate near 2.9%.

Screens in order: PglD DTNB | ARNT-TACC3 inh | LGR2 antag | Cneo AK release | INS-1E GSIS act | Statin myotox sup | PGC1a acetyl inh | PAX8 reporter
O=C(Nc1ccccc1F)N1CCCCN2[C@H](CO)[C@@H](c3ccc(-c4cccnc4)cc3)[C@@H]2C1
  2 | -13 | 6 | -2 | -2 | / | -6 | -3
Nc1nc(N)c2cc(S(=O)(=O)c3ccc4ccccc4c3)ccc2n1
  0 | / | 6 | -1 | 3 | -25 | 7 | -12
O=C(Cc1ccccc1)NCC(=O)OCc1ccc([N+](=O)[O-])cc1
  -5 | -6 | -11 | 0 | 2 | 2 | -2 | 10
C[C@@H]1CN([C@H](C)CO)C(=O)c2cccc(NC(=O)c3ccncc3)c2O[C@@H]1CN(C)Cc1ccccc1
  7 | -12 | 1 | -2 | 4 | 1 | 1 | /
COc1ccc(/C(C)=N/NS(=O)(=O)c2ccccc2)c(OC)c1
  4 | -6 | 1 | 3 | 3 | 4 | / | 5
Cc1ccc(NC(=O)CC(C)N2CCCC2)cc1 (stereo unspecified)
  -4 | -20 | / | 1 | / | -3 | 3 | 2
COc1cccc(OCCNC(=O)CSc2ccc(C(F)(F)F)cc2[N+](=O)[O-])c1
  / | -4 | 2 | / | -17 | / | / | -7
Cc1ccc(C(=O)N/C(=C\c2ccc(Cl)cc2)C(=O)NCC2CCCO2)cc1 (stereo unspecified)
  -4 | 3 | -9 | 0 | -11 | 7 | -11 | 3
COc1ccc(CCN2C(=O)CSC2c2cccc([N+](=O)[O-])c2)cc1OC (stereo unspecified)
  -9 | 2 | / | 5 | / | 7 | 28 | -17
c1ccc(CNc2ccccn2)cc1
  -4 | -4 | -1 | 3 | 2 | 8 | 8 | 22
COc1ccccc1-c1cc2nc(C)c(CCC(=O)NCc3ccc(F)cc3)c(C)n2n1
  5 | -1 | 8 | 1 | -32 | / | -11 | -20
CC(NC(=O)CSc1nc(=O)cc(N)n1-c1ccccc1)c1ccccc1 (stereo unspecified)
  / | -2 | -9 | / | 6 | / | / | 0
CC1(C)CC(=O)C(c2c[nH]c3ccccc23)C(=O)C1
  / | 4 | -2 | / | -1 | / | / | 5
CCN=C1NN=C(c2c[nH]c3ccccc23)CS1
  / | 0 | -13 | / | 2 | / | 1 | -83
C[C@H]1CN([C@@H](C)CO)S(=O)(=O)c2ccc(C3=CCCCC3)cc2O[C@H]1CN(C)C
  / | / | 2 | / | 6 | 8 | -22 | /
COc1ccc(N2CC(C(=O)N[C@@H](CC(C)C)C(=O)NC3CCCCC3)CC2=O)cc1 (stereo partly specified)
  / | -4 | -9 | / | -11 | / | / | -2
CN(C)C(CNC(=O)c1sc2ccccc2c1Cl)c1ccco1 (stereo unspecified)
  -8 | / | -32 | -1 | 2 | -3 | 23 | -75
CCCCn1c(CCC(=O)O)nc2cc(S(=O)(=O)N(CC)CC)ccc21
  6 | 3 | 4 | 1 | / | / | 15 | 1
COc1ccc(-n2c(Cc3cccn3C)nnc2SCC(=O)Nc2ccc(C)cc2C)cc1
  -3 | 30 | -4 | 0 | -14 | 18 | / | 5
O=C(Cn1nnc(-c2ccc3c(c2)OCO3)n1)NCc1ccccc1
  / | -6 | -5 | / | -7 | / | -1 | 3

Reprinted from the part before: two entries, then new ones.
Screens in order: PglD DTNB | ARNT-TACC3 inh | LGR2 antag | Cneo AK release | INS-1E GSIS act | Statin myotox sup | PGC1a acetyl inh | PAX8 reporter
COc1ccc(-n2c(Cc3cccn3C)nnc2SCC(=O)Nc2ccc(C)cc2C)cc1
  -3 | 30 | -4 | 0 | -14 | 18 | / | 5
O=C(Cn1nnc(-c2ccc3c(c2)OCO3)n1)NCc1ccccc1
  / | -6 | -5 | / | -7 | / | -1 | 3
O=C(Cn1nnc(-c2ccc3c(c2)OCO3)n1)N1CCOCC1
  0 | -2 | / | -1 | / | 17 | 10 | /
Cc1ccc(N=C2N=C(N)c3ccccc32)cc1C
  -2 | -10 | / | -3 | / | -3 | 7 | /
CCCN(C[C@H]1N[C@H](CO)[C@@H]1c1ccc(-c2cccnc2)cc1)C(C)=O
  2&1 | -1&-5 | -2 | -2&1 | 7 | -11&-7 | -4&-13 | -10&0
COc1cc(C(C[N+](=O)[O-])c2c(C)cc3ccccn23)ccc1O (stereo unspecified)
  0 | 10 | 2 | -1 | -12 | -8 | 1 | 12
Cc1ccc(NC(=S)Nc2ccc(F)cc2)cc1C
  -8 | 5 | -43 | 4 | / | -2 | / | -35
Nc1c(Cl)c(Cl)nc(C(=O)OCC(=O)N2CCCC2=O)c1Cl
  -3 | 0 | 0 | 0 | 18 | 0 | -7 | 15
Cn1ccc(CC(=O)N2CCC(N3CCC(C(=O)N4CCCC4)CC3)CC2)c1
  3 | 0 | -6 | 6 | 5 | 3 | -8 | -15
Cc1ccc(CCN=c2c([N+](=O)[O-])nn(-c3ccccc3)n2O)cc1
  / | 10 | 15 | / | 26 | / | 4 | -2
COc1ccc(CCNC(=O)C2CCCN2C(=O)Nc2cccc(C(C)=O)c2)cc1OC (stereo unspecified)
  -1 | -1 | / | -1 | / | 4 | 0 | 2
COc1ccc(NC(=O)Nc2ccc3c(c2)[C@@H]2C[C@@H](CC(=O)NCc4ccccc4F)O[C@H](CO)[C@@H]2O3)cc1
  3 | 4 | 5 | -2 | 2 | -5 | 5 | -7
COc1ccc(C)cc1-n1cnc2sc(C)c(C)c2c1=O
  -4 | / | -10 | 0 | 16 | 11 | 6 | -14
CC(C)CC1(C2CCCC2)NC(=O)NC1=O (stereo unspecified)
  -1 | -29 | 2 | 3 | 7 | 0 | 3 | -3
Cc1nc(-c2cccc(NC(=O)c3ccc(-n4nccc4C)cc3)c2)cs1
  / | / | -6 | / | 9 | -22 | 2 | -28
COc1cc2c(cc1OC)C(c1cc(Br)c(OC)c(OC)c1)CC(=O)N2 (stereo unspecified)
  -1 | -2 | 4 | 1 | -5 | 6 | -2 | 23
Brc1ccc(-c2nn3c(-c4ccco4)nnc3s2)o1
  0 | -21 | / | -2 | / | -2 | -20 | /
Cc1nc(SCC(=O)NCc2ccccc2)c2c(=O)n(C)c(=O)n(C)c2n1
  0 | -24 | 7 | -1 | 18 | -6 | / | 4
C=CC(=O)Nc1cccc(N(C)c2ccnc(Nc3ccc(N4CCN(C)CC4)cc3)n2)c1
  -1 | 43 | / | -4 | / | -15 | / | /
O=C(COC(=O)/C=C/c1cccs1)Nc1cccc(S(=O)(=O)N2CCCC2)c1
  9 | 8 | 11 | -2 | -9 | -11 | / | 13
CCCC(=O)Nc1ccc2c(c1)C(=O)N(C)C[C@@H](OC)[C@@H](C)CN(CCc1ccccc1)[C@@H](C)CO2
  0 | 3 | 0 | 2 | -4 | 7 | -6 | /
COc1cccc(CCN2CCC(CNS(=O)(=O)c3cc(-c4cc(C)no4)ccc3OC)CC2)c1
  -3 | 1 | 5 | -2 | -20 | -33 | -7 | 31
CCc1ccc(NC(=O)COC(=O)c2nc3nc(C)cc(C)n3n2)cc1
  -1 | -4 | -11 | 1 | -4 | 7 | -4 | -12
C=CCn1c(SCC(=O)NC)nnc1C12CC3CC(CC(C3)C1)C2
  -1 | 0 | -19 | -1 | 6 | -2 | -3 | 2
CCOc1ccc(NC(=S)N2CCCCCC2)cc1
  8 | 3 | -8 | 1 | -9 | -11 | 0 | 16
Cc1ccnc(NC(=O)C2CCN(S(=O)(=O)c3cccc(C(F)(F)F)c3)CC2)c1
  0 | 7 | 2 | -4 | -33 | 1 | / | 2
CC(=O)N1CC(=O)N2[C@H](CO)[C@@H](c3ccc(-c4ccncc4)cc3)[C@H]2C1
  / | / | -7 | / | -1 | / | 2 | -36
CCOC(=O)C1(CC2CC2)CCN(C(=O)c2cc(OC)nc3ccccc23)CC1
  6 | 8 | -5 | -1 | -28 | 20 | -22 | -62
O=C(NCc1ccccn1)[C@H]1[C@H](CO)[C@H]2Cn3c(cccc3=O)[C@@H]1N2CC1CCCCC1
  0 | -8 | 5 | 1 | -3 | 2 | -12 | -11
Fc1cccc(F)c1-n1c(CN2CCOCC2)csc1=S
  -4 | / | 23 | -2 | 11 | -13 | -8 | 2
Cc1ccc(OCC(=O)Nc2ccc([N+](=O)[O-])cn2)cc1C
  -5 | 3 | / | 5 | / | 11 | -16 | /
Cc1ccc(S(=O)(=O)Nc2ccccc2CNc2cccc(C)n2)cc1
  -5 | -7 | 6 | 1 | 5 | / | -48 | 49
CO[C@@H]1CN(C)C(=O)c2ccc(NC(C)=O)cc2OC[C@@H](C)N(C(=O)C2CC2)C[C@H]1C
  5 | 10 | 13 | -9 | 1 | 6 | 11 | 0
CCCCN(C(=O)CCC(=O)Nc1cc(C)on1)C(C(=O)NC1CCCC1)c1ccc(OCC)cc1 (stereo unspecified)
  1 | -3 | 6 | 0 | / | -18 | / | 29
CN(C)C(=O)C[C@@H]1CC[C@@H]2[C@H](COC[C@@H](O)CN2Cc2ccc(C(F)(F)F)cc2)O1
  5 | 5 | 5 | -1 | 3 | 39 | -9 | 7

For convenience, part of the list above:
Screens in order: PglD DTNB | ARNT-TACC3 inh | LGR2 antag | Cneo AK release | INS-1E GSIS act | Statin myotox sup | PGC1a acetyl inh | PAX8 reporter
CCCC(=O)Nc1ccc2c(c1)C(=O)N(C)C[C@@H](OC)[C@@H](C)CN(CCc1ccccc1)[C@@H](C)CO2
  0 | 3 | 0 | 2 | -4 | 7 | -6 | /
COc1cccc(CCN2CCC(CNS(=O)(=O)c3cc(-c4cc(C)no4)ccc3OC)CC2)c1
  -3 | 1 | 5 | -2 | -20 | -33 | -7 | 31
CCc1ccc(NC(=O)COC(=O)c2nc3nc(C)cc(C)n3n2)cc1
  -1 | -4 | -11 | 1 | -4 | 7 | -4 | -12
C=CCn1c(SCC(=O)NC)nnc1C12CC3CC(CC(C3)C1)C2
  -1 | 0 | -19 | -1 | 6 | -2 | -3 | 2
CCOc1ccc(NC(=S)N2CCCCCC2)cc1
  8 | 3 | -8 | 1 | -9 | -11 | 0 | 16
Cc1ccnc(NC(=O)C2CCN(S(=O)(=O)c3cccc(C(F)(F)F)c3)CC2)c1
  0 | 7 | 2 | -4 | -33 | 1 | / | 2
CC(=O)N1CC(=O)N2[C@H](CO)[C@@H](c3ccc(-c4ccncc4)cc3)[C@H]2C1
  / | / | -7 | / | -1 | / | 2 | -36
CCOC(=O)C1(CC2CC2)CCN(C(=O)c2cc(OC)nc3ccccc23)CC1
  6 | 8 | -5 | -1 | -28 | 20 | -22 | -62
O=C(NCc1ccccn1)[C@H]1[C@H](CO)[C@H]2Cn3c(cccc3=O)[C@@H]1N2CC1CCCCC1
  0 | -8 | 5 | 1 | -3 | 2 | -12 | -11
Fc1cccc(F)c1-n1c(CN2CCOCC2)csc1=S
  -4 | / | 23 | -2 | 11 | -13 | -8 | 2
Cc1ccc(OCC(=O)Nc2ccc([N+](=O)[O-])cn2)cc1C
  -5 | 3 | / | 5 | / | 11 | -16 | /
Cc1ccc(S(=O)(=O)Nc2ccccc2CNc2cccc(C)n2)cc1
  -5 | -7 | 6 | 1 | 5 | / | -48 | 49
CO[C@@H]1CN(C)C(=O)c2ccc(NC(C)=O)cc2OC[C@@H](C)N(C(=O)C2CC2)C[C@H]1C
  5 | 10 | 13 | -9 | 1 | 6 | 11 | 0
CCCCN(C(=O)CCC(=O)Nc1cc(C)on1)C(C(=O)NC1CCCC1)c1ccc(OCC)cc1 (stereo unspecified)
  1 | -3 | 6 | 0 | / | -18 | / | 29

Source: PubChem BioAssay
